# Bioassay records deposited in PubChem BioAssay by National Center for Advancing Translational Sciences (NCATS).
# aSyn yeast inh: inhibitors of alpha-synuclein toxicity in yeast; Yeast expressing alpha-synuclein, growth rescue, BacTiter-Glo, 24 h; Potency, µM (series often up to 46.1 µM), for the others: top-dose growth rescue (activation), usual class: activators; 370,000 compounds, 0.14% hits; AID 652106; note: potency is the fitted concentration of half-maximal effect; % of control where 0% means no effect; nearly all actives have a fitted effect of over 65% in size
#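 Readout is rescue of growth in alpha-synuclein-expressing yeast, so inhibitors of toxicity appear as activators. Growth after 24 hr at 30 deg C in galactose medium is quantified by luminescence.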
# D3 ag: activates the human D3 dopamine receptor | P35462 | D3R DiscoveRx beta-arrestin cells, luminescence, 90 min | max activation, % | 410,000 compounds, 0.58% hits | AID 652048; in the data active = max activation above about 30%; note: 0% is about no effect; mostly tested at two doses, the higher about 12 µM
#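 Agonist-mode cell screen: cells plated at 1500/well and incubated overnight at 37 °C, then exposed to library compounds for 90 min at 37 °C. Detection reagent was added for 30–60 min at room temperature, and luminescence was read.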
# FUS suppressor: rescues growth of FUS-expressing yeast. Potency, µM (highest dose often 76.6 µM), inactives show top-dose growth rescue (activation), actives largely listed as activators. 390,000 compounds, 0.24% hits. AID 1347120. S. cerevisiae FUS-expressing, growth rescue, OD600, 24 h;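 note: potency is the fitted concentration of half-maximal effect; plate controls were DMSO vehicle for no effect and reference control for full effect; nearly all actives have a fitted effect of over 55% in size; some results filed as inactive show a strong effect at the top dose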
#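 Restored growth of FUS-toxic S. cerevisiae, read as 600 nm absorbance after 24 h at 30C in galactose medium (starting OD 0.005). Controls CP55940 and DMSO.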
# EPAC2 ag: activates human EPAC2 exchange factor; EPAC2 activation, biochemical qHTS; response scale: 100% = 6.5 mM cAMP response; Potency, µM (titrated, usually from 154 µM), for the others: at the highest dose activation, usual class: activators; 360,000 compounds, 0.079% hits; note: potency is the fitted concentration of half-maximal effect; nearly all actives have a fitted effect of over 50% in size
# Target sequence (Q8WZA2 whole entry, looked up): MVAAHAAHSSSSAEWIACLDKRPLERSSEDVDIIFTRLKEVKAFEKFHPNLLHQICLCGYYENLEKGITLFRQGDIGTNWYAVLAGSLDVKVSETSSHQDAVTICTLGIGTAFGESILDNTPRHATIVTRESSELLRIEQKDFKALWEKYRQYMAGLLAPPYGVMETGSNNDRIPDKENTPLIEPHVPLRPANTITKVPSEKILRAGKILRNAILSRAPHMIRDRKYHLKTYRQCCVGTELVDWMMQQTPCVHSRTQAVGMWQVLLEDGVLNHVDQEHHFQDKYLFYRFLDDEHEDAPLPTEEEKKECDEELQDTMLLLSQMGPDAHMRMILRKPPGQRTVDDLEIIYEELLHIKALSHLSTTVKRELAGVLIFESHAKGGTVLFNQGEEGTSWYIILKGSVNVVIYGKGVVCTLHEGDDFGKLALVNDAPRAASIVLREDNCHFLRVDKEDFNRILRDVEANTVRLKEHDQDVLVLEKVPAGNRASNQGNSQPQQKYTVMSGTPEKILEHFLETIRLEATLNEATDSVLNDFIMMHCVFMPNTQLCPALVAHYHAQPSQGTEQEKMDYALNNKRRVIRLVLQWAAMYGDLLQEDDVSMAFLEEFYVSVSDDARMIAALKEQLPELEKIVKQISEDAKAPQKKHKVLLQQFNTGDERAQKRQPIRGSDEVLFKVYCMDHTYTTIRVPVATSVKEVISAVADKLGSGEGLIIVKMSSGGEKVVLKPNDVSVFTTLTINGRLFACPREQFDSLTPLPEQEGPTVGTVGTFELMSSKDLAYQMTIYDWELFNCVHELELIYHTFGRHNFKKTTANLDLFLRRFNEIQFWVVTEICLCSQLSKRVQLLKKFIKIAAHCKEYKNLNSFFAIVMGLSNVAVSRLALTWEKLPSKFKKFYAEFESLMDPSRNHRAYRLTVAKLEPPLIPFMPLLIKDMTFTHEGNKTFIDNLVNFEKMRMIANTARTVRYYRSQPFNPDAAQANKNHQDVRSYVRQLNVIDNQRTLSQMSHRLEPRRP
#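 qHTS, titration series. 100 nM EPAC2 / 250 nM Rap1B-BODIPY-GDP / 50 uM GDP; RT; ex 480/em 540 nm, 5-min reads to 30 min. Norm. to 6.5 mM cAMP = activation.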
# EPAC2 antag: EPAC2 (human) antagonism; Q8WZA2; EPAC2 GEF exchange of Rap1B-BODIPY-GDP, fluorescence; Potency, µM (series often up to 114 µM), without a hit: at the highest dose activity, negative = inhibition, actives largely listed as inhibitors; 360,000 compounds, 0.18% hits; AID 720708; note: potency is the fitted concentration of half-maximal effect; % is set by controls: 0 for no effect and ±100 for the full control effect; nearly all actives have a fitted effect of over 45% in size; many of its hits are not listed in these tables
# DRD3 antagonist: D3 dopamine receptor (human) antagonism. P35462. D3R cells, DiscoveRx beta-arrestin luminescence, antagonist mode; hits give low values. max response, negative = inhibition, %. 360,000 compounds, 2.5% hits; in the data active = max response below about -50%; inconclusive = no clear call, values can overlap the other calls; note: % is set by controls: 0 for no effect and ±100 for the full control effect; mostly tested at two doses, the higher about 12 µM
#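 Cells plated overnight at 1500 cells/well, then exposed to library compounds with dopamine controls for 90 minutes at 37 degrees C. DiscoveRx reagent added for 30–60 minutes at room temperature; luminescence read, quantitative HTS format.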
# Abeta rescue: A-beta toxicity reversal in yeast | AID 1347071 | 410,000 compounds, 0.063% hits | yeast expressing A-beta42, growth rescue, OD600, 48 h; response scale: 0% DMSO, 100% iron-clioquinol control | Potency, µM (series often up to 46.1 µM), without a hit: at the top dose growth rescue, most hits filed as activators; note: potency is the fitted concentration of half-maximal effect; nearly all actives have a fitted effect of over 55% in size
#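 Yeast growth medium received pinned compounds, then yeast cells expressing toxic A-beta were added; plates incubated at 30 C for 48 hr. Growth read as absorbance at 600 nm, normalized to DMSO and equimolar FeCl3 plus clioquinol controls.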
# TDP-43 yeast inh: TDP-43 toxicity inhibition in yeast; TDP-43 expressing yeast growth rescue, BacTiter-Glo, 24 h; Potency, µM (highest dose often 46.1 µM), inactives show at the highest dose growth rescue (activation), most hits filed as activators; 410,000 compounds, 1.8% hits; note: potency is the fitted concentration of half-maximal effect; % of control where 0% means no effect; nearly all actives have a fitted effect of over 50% in size
#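 Yeast expressing TDP-43 (pregrown in raffinose, seeded at OD600=0.02 in galactose medium) exposed to compounds 24 hr at 30 deg C. Growth read by BacTiter-Glo luminescence; rescue of toxicity appears as increased signal.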
# * marks the source's active call; other numbers are inactive results; u = inconclusive; x = no result given; [ ] = another dose, or the depositor's remark. Unless noted, calls come from the whole dose curve; as a rule, active = well fitted curve in the direction sought with a large enough effect; inconclusive = small, poorly fitted or top-dose-only effect, or another doubt; inactive = no such curve, though single readings can be large; an effect the other way counts as inactive or inconclusive. Only part of the results is shown; rates above refer to the full screens.
1	COc1ccc(N2CCN(C(=O)CNC(=O)c3ccccc3Cl)CC2)cc1
2	O=C(NCCCN1CCOCC1)c1cnccn1
3	COc1cccc(-c2nn(C)c3sc(C(=O)NCc4ccc(C)o4)cc23)c1
4	Nc1ccc(Br)cc1C(=O)O
5	Cc1ccc(NC(=S)NC(=O)c2ccc(-c3ccccc3)cc2)c(C)c1
6	Oc1ccc(Nc2ncnc3ccccc23)cc1
7	CCCC(=O)Nc1cccc(-c2nc3cc(C)c(C)cc3o2)c1
8	COc1ccc(NC(=O)c2c(NCc3sccc3C)sc3c2CCCC3)c(OC)c1

assay / compound	1	2	3	4	5	6	7	8
aSyn yeast inh	0%	-2%	0%	-7%	-8%	1%	-8%	x
D3 ag	10	18	-1	-3	2	-5	2	1
FUS suppressor	-7%	-3%	30%	x	-10%	u	6%	u
EPAC2 ag	6%	0%	7%	9%	4%	3%	-11%	x
EPAC2 antag	2%	2%	-5%	1%	-6%	6%	11%	x
DRD3 antagonist	5	-3	u	4	13	-24	5	x
Abeta rescue	-1%	-7%	6%	1%	17%	-20%	0%	6%
TDP-43 yeast inh	8%	-7%	u	-6%	19%	11%	3%	-16%

9	CC(OC(=O)Nc1cccc(Cl)c1)C(=O)O (stereo not given)
10	Cc1cccc(C)c1NC(=O)COC(=O)c1cc(=O)c2ccccc2o1
11	CC(C)(C)OC(=O)NCCCCCNC(=O)c1nc[nH]c1C(=O)NCCCCCNC(=O)OC(C)(C)C
12	CCOc1ccc(C(=O)NCC(=O)NCC(c2ccco2)N2CCCCC2)cc1 (stereo not given)
13	O=C(CSc1nncn1-c1cccnc1)N1CCOCC1
14	Cc1cc2cc(CCNS(=O)(=O)c3ccc(F)cc3)c(=O)[nH]c2cc1C
15	Cc1cccc2cc(CN(CC3CCCO3)C(=O)c3ccncc3)c(=O)[nH]c12 (stereo not given)
16	CC12CCC(=O)N1C(C(=O)Nc1cc(C(F)(F)F)ccc1N1CCOCC1)CS2 (stereo not given)

assay / compound	9	10	11	12	13	14	15	16
aSyn yeast inh	2%	3%	2%	-12%	0%	2%	3%	0%
D3 ag	3	12	25	-3	0	-5	0	-5
FUS suppressor	-6%	9%	u	x	-9%	25%	-3%	19%
EPAC2 ag	-5%	4%	-11%	-7%	-4%	1%	3%	0%
EPAC2 antag	3%	-1%	-11%	8%	17%	-3%	-2%	-9%
DRD3 antagonist	8	-10	91	14	-2	-2	29	-15
Abeta rescue	-3%	16%	-30%	-6%	-10%	1%	21%	u
TDP-43 yeast inh	12%	5%	12%	9%	-12%	-10%	-2%	29%

17	CC(C)(C)c1csc(NC(=O)CCS(=O)(=O)c2ccc(F)cc2)n1
18	CC(=O)N1N=C(c2ccccc2)CC1c1ccc2c(c1)OCO2 (stereo not given)
19	Cc1ccc(C)c(Nc2nn3c(=O)c4ccc(C(=O)NCCC5=CCCCC5)cc4nc3s2)c1
20	CC(C)=NOc1nc(N2CCOCC2)nc(N2CCOCC2)n1
21	C=CCC(NCc1ccccc1)c1ccc(C)o1 (stereo not given)
22	O=C1NC[C@@H](CCCCN2CCN(CCc3ccccc3)C(=O)C2=O)N(Cc2ccccc2)C1=O
23	COc1ccc(OC)c(NC(=O)CSc2nn3c(=O)c(C)nnc3s2)c1
24	C(=N\Nc1nncn1/N=C/c1ccco1)/c1ccco1

assay / compound	17	18	19	20	21	22	23	24
aSyn yeast inh	-3%	8%	0%	-2%	7%	2%	-2%	1%
D3 ag	-4	3	-4	11	6	0	-5	2
FUS suppressor	9%	9%	-20%	11%	-14%	-2%	9%	4%
EPAC2 ag	2%	15%	x	8%	2%	1%	7%	2%
EPAC2 antag	-2%	-20%	x	0%	3%	-2%	-4%	-2%
DRD3 antagonist	-9	-3	x	8	9	29	4	-3
Abeta rescue	-1%	x	-11%	-1%	-1%	-2%	14%	13%
TDP-43 yeast inh	-1%	u	12%	10%	-8%	12%	20%	-2%

25	CCOC(=O)c1sc(NC(=O)C2CC2)nc1C
26	Cc1ccc(N=Nc2c(C)[nH]n(-c3ccccc3)c2=O)cc1
27	Cc1csc(=O)n1CC(=O)Nc1ccc(C(C)C)cc1
28	COc1ccc(CNCc2c(F)cccc2F)cc1OC
29	NS(=O)(=O)c1ccc(CCNC(=O)c2ccc(OCC3CCCO3)cc2)cc1 (stereo not given)
30	Cc1ccc(S(=O)(=O)NCc2ccccc2NS(=O)(=O)c2ccc(C)cc2)cc1
31	COc1ccc(CC(=O)OCc2cc3ccc(C)cc3[nH]c2=O)cc1
32	COC(=O)[C@]1(C)N[C@H](c2ccc(SC3CCCCC3)c(OC)c2)[C@@H]2C(=O)N(C)C(=O)[C@@H]21

assay / compound	25	26	27	28	29	30	31	32
aSyn yeast inh	-4%	0%	1%	-9%	5%	-13%	2%	6%
D3 ag	3	10	-7	-9	-2	-9	-1	-6
FUS suppressor	-21%	10%	5%	-3%	1%	31%	-8%	37%
EPAC2 ag	0%	-3%	-4%	1%	5%	24%	-5%	4%
EPAC2 antag	-2%	-9%	7%	4%	-4%	-21%	-3%	2%
DRD3 antagonist	0	12	u	u	0	-12	-4	3
Abeta rescue	-1%	26%	16%	-12%	6%	-9%	7%	6%
TDP-43 yeast inh	20%	21%	-7%	-28%	4%	6%	9%	18%

33	OCCNc1ncnc2c1ncn2[C@H]1CN(Cc2ccncc2)C[C@@H](CO)O1
34	COC(=O)N1c2ccccc2C=Cc2ccccc21
35	Cc1noc(NS(=O)(=O)c2ccc(NC(=O)COc3ccccc3Br)cc2)c1C
36	COc1ccc(C(=O)OCCOc2cccc(Cl)c2)cc1S(=O)(=O)N1CCOCC1
37	COc1cc(COCC(O)CN2CCc3ccccc3C2)cc(OC)c1OC (stereo not given)
38	CSc1nc2ccc(NC(=O)C3CCCO3)cc2s1 (stereo not given)
39	CC(NC(=O)c1cc(S(=O)(=O)N(C)C)ccc1N1CCCC1)C1CC2CCC1C2 (stereo not given)
40	C/C(=N\NS(=O)(=O)c1ccc(C)c([N+](=O)[O-])c1)c1cc2ccccc2o1

assay / compound	33	34	35	36	37	38	39	40
aSyn yeast inh	-1%	7%	x	-4%	1%	0%	4%	x
D3 ag	6	18	2	-1	-10	-2	5	-8
FUS suppressor	-24%	-1%	5%	39%	-23%	-8%	20%	-3%
EPAC2 ag	4%	9%	x	22%	4%	6%	9%	7%
EPAC2 antag	1%	3%	x	-5%	-4%	20%	5%	-12%
DRD3 antagonist	24	-3	x	-2	-85*	0	3	-70*
Abeta rescue	u	24%	-7%	-14%	-12%	-6%	-7%	9%
TDP-43 yeast inh	u	8%	14%	u	-8%	-5%	-3%	-10%

41	COc1ccc(OC)c(C=NN=Cc2cc(OC)ccc2OC)c1
42	O=c1[nH]c2cc([N+](=O)[O-])ccc2c2cc(Br)ccc12
43	COC(=O)C1(C(=O)OC)C2C(=O)C3C(C21)C3(C(=O)OC(C)(C)C)C(=O)OC(C)(C)C (stereo not given)
44	Cc1cc(C)c(C(N)=O)c(SCC(=O)c2cc(C)c(C)cc2C)n1
45	CCOc1ccc(S(=O)(=O)N2CCC(C(=O)NCc3cccnc3)CC2)cc1
46	O=[N+]([O-])c1cccc(-c2csc(CS(=O)(=O)Cc3ccco3)n2)c1
47	COc1ccc(-n2ncc(C(=O)N3CCN(c4ccc(F)cc4)CC3)c2C)cc1
48	CCCCCC(=O)N1C[C@H](n2cc(COC(=O)c3ccccc3)nn2)[C@@H](O)C[C@@H]1c1ccc(Cl)cc1

assay / compound	41	42	43	44	45	46	47	48
aSyn yeast inh	2%	u	-2%	0%	-6%	3%	3%	2%
D3 ag	1	4	2	-3	-14	-10	12	-7
FUS suppressor	0%	-11%	-5%	x	x	-14%	18%	43%
EPAC2 ag	2%	5%	1%	-10%	-1%	5%	0%	1%
EPAC2 antag	3%	0%	-1%	-2%	11%	-7%	7%	-8%
DRD3 antagonist	31	-11	-8	-15	-20	-5	7	0
Abeta rescue	-2%	-16%	-2%	19%	0%	10%	-4%	1%
TDP-43 yeast inh	8%	20%	5%	10%	13%	21%	u	10%

49	O=C1/C(=C2\C(=O)N(Cc3ccc(F)cc3)c3ccccc32)SC(=S)N1CCS(=O)(=O)O
50	CC(C)C(c1nnnn1C1CCCC1)N1CCN(c2ccccc2F)CC1 (stereo not given)
51	O=C(c1cc(=O)[nH]c2ccccc12)N1CCN(S(=O)(=O)c2ccc(Cl)cc2)CC1
52	CN(CC(=O)Nc1ccc(OC(F)(F)F)cc1)C(=O)Cc1ccc2c(c1)CCC2
53	Cc1ccc(-n2c(COCC(=O)O)nc3cccnc32)cc1
54	FC(F)(F)c1ccccc1Cc1c(-c2ccc(Cl)cc2)nc2c3ccccc3ccn12
55	COC(=O)c1cc(N=Nc2sc(N)nc2C)cc(C(=O)OC)c1
56	CSc1ccc(CCNC(=O)c2ccc(CS(=O)(=O)c3ccc(Br)cc3)o2)cc1

assay / compound	49	50	51	52	53	54	55	56
aSyn yeast inh	0%	18%	0%[1.84 µM]	3%[1.84 µM]	x	u	3%	x
D3 ag	12	-17	-12	-8	4	5	-14	-10
FUS suppressor	-11%	-21%	23%	27%	3%	-13%	u	16%
EPAC2 ag	0%	14%	5%	-3%	x	4%	9%	x
EPAC2 antag	-10%	1%	-4%	7%	x	9%	9%	x
DRD3 antagonist	8	-25	34	8	x	1	14	x
Abeta rescue	-18%	-11%	-6%	15%	-4%	u	-10%	-6%
TDP-43 yeast inh	9%	-19%	-7%	18%	10%	0%	8%	5%
